RGS12 GoLoco inh – RGS12 GoLoco-Gai1 interaction inhibition; Gai1:RGS12 GoLoco peptide FP, rhodamine, 10 min; hit rate 0.44% among 230,000; P63096; Potency, µM (doses to about 61.6 µM), inactives show top-dose activity, negative = inhibition, usual class: inhibitors; active = well fitted inhibition curve with a large enough effect, not every such curve was filed as active; inactive = no such curve, though single readings can be large or run the other way; note: nearly all actives have a fitted effect of over 30% in size; many of its hits are not listed in these tables
L3MBTL1 block – blocks human L3MBTL1; hit rate 0.66% among 230,000; AlphaScreen L3MBTL1–H3K9me1 peptide binding; Potency, µM (doses to about 57.1 µM), inactives show at the highest dose activity, negative = inhibition, actives largely listed as inhibitors; Q9Y468; note: nearly all actives have a fitted effect of over 60% in size
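Read-out is AlphaScreen signal from streptavidin donor and nickel chelate acceptor beads (10 ug/mL final each) bridging L3MBTL1 (50 nM) and biotinylated K9-monomethylated H3(1-15) peptide (75 nM), after 30 min compound exposure at room temperature.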
Tau FP inhib – blocks human tau fibril formation measured by polarization; K18 P301L tau heparin fibrillization, Alexa594 FP, 6 h; Potency, µM (top dose mostly 57.7 µM), for the others: at the highest dose activity, negative = inhibition, most hits filed as inhibitors; hit rate 0.39% among 280,000; AID 1468; note: nearly all actives have a fitted effect of over 55% in size
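K18 P301L tau (15 uM unlabeled/0.24 uM Alexa 594-labeled, final) + compound + heparin 20 uM final; 100 mM NaOAc pH 7; 6 hr 37 C; ThT 30 uM final added, 1 hr RT; FP ex 555/em 632 nm.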
KDM4E inh – inhibitors of human JMJD2E histone demethylase | Potency, µM (titrated, usually from 57.1 µM), without a hit: at the top dose activity change, negative = inhibition, hits mostly inhibitors | hit rate 1.6% among 230,000 | B2RXH2 | JMJD2E catalytic domain, FDH-coupled NADH fluorescence (FDH is formaldehyde dehydrogenase); active = well fitted inhibition curve with a large enough effect, not every such curve was filed as active; inconclusive = small, poorly fitted or top-dose-only effect, or another doubt; inactive = no such curve, though single readings can be large or run the other way;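 note: 0% = wells with enzyme and -100% = buffer wells without enzyme; nearly all actives have a fitted effect of over 50% in size; many of its hits are not listed in these tables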
Tau fibril ThT – blocks human tau fibril formation measured by thioflavin T. P10636. hit rate 2.1% among 270,000. Potency, µM (highest dose often 57.4 µM), inactives show at the highest dose activity, negative = inhibition, hits mostly inhibitors. recombinant tau K18 P301L, heparin-induced fibrillization, ThT fluorescence; note: nearly all actives have a fitted effect of over 55% in size
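ThT emission at 510 nm, taken 1 hr after adding 30 uM dye, quantifies aggregates formed when 20 uM heparin acts on human tau K18 P301L for 6 hr at 37 C.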
RECQ1 inh – blocks DNA unwinding by human RECQ1. P46063. RECQ1 DNA unwinding, red fluorescence kinetic read. Potency, µM (top dose mostly 57.3 µM), for the others: at the top dose activity, negative = inhibition, hits mostly inhibitors. hit rate 0.54% among 240,000. AID 2549;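 note: plate controls were vehicle for no effect and no enzyme for full effect; nearly all actives have a fitted effect of over 30% in size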
Target sequence (P46063 whole entry, looked up): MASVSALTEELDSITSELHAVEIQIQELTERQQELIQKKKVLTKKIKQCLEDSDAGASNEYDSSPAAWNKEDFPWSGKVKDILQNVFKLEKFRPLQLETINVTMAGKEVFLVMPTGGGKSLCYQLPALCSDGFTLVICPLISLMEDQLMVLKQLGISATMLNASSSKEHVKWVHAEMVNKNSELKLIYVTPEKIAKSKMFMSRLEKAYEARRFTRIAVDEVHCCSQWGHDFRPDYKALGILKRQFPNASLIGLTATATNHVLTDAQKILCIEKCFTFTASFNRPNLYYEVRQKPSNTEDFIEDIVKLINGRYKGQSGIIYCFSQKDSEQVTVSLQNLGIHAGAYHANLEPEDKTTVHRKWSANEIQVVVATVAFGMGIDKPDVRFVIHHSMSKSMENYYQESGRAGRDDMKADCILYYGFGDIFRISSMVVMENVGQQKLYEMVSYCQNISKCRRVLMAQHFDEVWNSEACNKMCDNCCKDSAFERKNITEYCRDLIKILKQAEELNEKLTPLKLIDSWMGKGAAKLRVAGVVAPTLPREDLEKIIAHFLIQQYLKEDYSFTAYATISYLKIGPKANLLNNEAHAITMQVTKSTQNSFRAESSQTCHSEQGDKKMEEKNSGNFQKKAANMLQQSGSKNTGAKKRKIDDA
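RECQ1T1 50 nM; forked duplex (20 bp + 30-nt ss tails) 200 nM, ATP 2 mM final; pH 8.0, 2 mM MgCl2, 2.5 ug/ml poly(dI-dC); 15 min compound preincubation; discontinuous kinetic read over 2 h at RT.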
TR SRC2 fluor cs – Texas Red fluorescence interference in TRb-SRC2 counter-screen; TRb/SRC2 Texas Red total fluorescence interference; Potency, µM (top dose mostly 106 µM), for the others: top-dose fluorescence change, negative = quenching; hit rate 0.29% among 280,000; AID 1479; active = well fitted curve in either direction with a large enough effect; inconclusive = small, poorly fitted or top-dose-only effect
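Human TRb ligand-binding domain at 0.6 uM with 20 nM Texas Red SRC2 peptide in Tris buffer containing 1 uM T3 and 5% DMSO, incubated with compound 5 h at ambient temperature. Total fluorescence (555/632 nm) calculated as parallel + 2 × perpendicular.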
TRb SRC2 PPI – disrupts binding of human TR beta to SRC2. P10828. TRbeta-SRC2 peptide binding, fluorescence polarization; receptor liganded with 1 µM T3. Potency, µM (doses to about 106 µM), without a hit: top-dose activity change, negative = inhibition, actives largely listed as inhibitors. hit rate 0.065% among 280,000. AID 1469;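 note: plate controls were bound peptide for no effect and peptide without receptor for full effect; nearly all actives have a fitted effect of over 50% in size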
Target sequence (P10828 whole entry, looked up): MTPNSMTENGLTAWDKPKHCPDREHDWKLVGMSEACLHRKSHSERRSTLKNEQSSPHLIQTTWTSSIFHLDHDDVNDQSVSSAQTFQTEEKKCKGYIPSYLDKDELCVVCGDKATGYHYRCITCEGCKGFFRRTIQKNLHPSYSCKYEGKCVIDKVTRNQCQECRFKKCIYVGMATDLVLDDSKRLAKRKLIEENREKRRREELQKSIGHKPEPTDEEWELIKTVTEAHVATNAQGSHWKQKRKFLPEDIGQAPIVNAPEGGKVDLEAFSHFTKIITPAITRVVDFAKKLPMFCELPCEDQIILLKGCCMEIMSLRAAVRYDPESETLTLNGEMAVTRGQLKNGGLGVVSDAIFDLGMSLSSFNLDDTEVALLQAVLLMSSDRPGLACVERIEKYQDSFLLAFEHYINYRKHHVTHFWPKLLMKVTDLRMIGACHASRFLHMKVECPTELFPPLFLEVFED
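Each compound concentration gave % activity, normalized to unbound and bound Texas Red SRC2 controls, from polarization read after 5 hr ambient incubation with T3-loaded human TRb LBD.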
* hit, by the source's call; & = joins results of further samples; [ ] = remark or other dose. Unless noted, calls come from the whole dose curve; as a rule, active = well fitted curve in the direction sought with a large enough effect; inconclusive = small, poorly fitted or top-dose-only effect, or another doubt; inactive = no such curve, though single readings can be large; an effect the other way counts as inactive or inconclusive. Unless noted, % is set by controls: 0 for no effect and ±100 for the full control effect; potency is the fitted concentration of half-maximal effect. The list is partial; rates above refer to the full screens.

What do the screens show for `CC(C)=CCC12CN3CCN(CC(C3)C1=O)C2`?
RGS12 GoLoco inh: -3%; L3MBTL1 block: -5%[11.4 µM]; Tau FP inhib: -15%; KDM4E inh: -2%; Tau fibril ThT: 9%; RECQ1 inh: -6%; TR SRC2 fluor cs: -2%; TRb SRC2 PPI: 5%

What do the screens show for `N#CC(Cl)(Cl)Cl`?
RGS12 GoLoco inh: 10%; RECQ1 inh: 1%; TR SRC2 fluor cs: -1%; TRb SRC2 PPI: 4%

What do the screens show for `Cc1ncc([N+](=O)[O-])n1CCOc1nonc1N`?
RGS12 GoLoco inh: -10%; L3MBTL1 block: 22%; Tau FP inhib: -1%; KDM4E inh: -1%; Tau fibril ThT: 2%; RECQ1 inh: -3%; TR SRC2 fluor cs: 0%; TRb SRC2 PPI: -4%

How did COc1ccc(O)c(CN2CCCC(C(=O)c3ccccc3SC)C2)c1 (configuration not stated) do in these assays?
RGS12 GoLoco inh: 22%; L3MBTL1 block: -13%; Tau FP inhib: 10%; KDM4E inh: -5%; Tau fibril ThT: -8%; RECQ1 inh: -15%; TR SRC2 fluor cs: -3%; TRb SRC2 PPI: -2%

How did COc1ccc(NC(=O)c2sc3nc4c(cc3c2N)N2CCC4CC2)cc1OC do in these assays?
Tau FP inhib: 14%; Tau fibril ThT: inconclusive; TR SRC2 fluor cs: -2%; TRb SRC2 PPI: 2%

How did O=[N+]([O-])c1cc(F)c(N2CCCC2)cc1N1CCNCC1 do in these assays?
RGS12 GoLoco inh: 12%; L3MBTL1 block: 4%; Tau FP inhib: inconclusive; KDM4E inh: 3%; Tau fibril ThT: -13%; RECQ1 inh: inactive; TR SRC2 fluor cs: -1%; TRb SRC2 PPI: 3%

What do the screens show for `CCC(=NC1CC1)c1c(O)n(C2CCCCC2)c(=O)[nH]c1=O`?
RGS12 GoLoco inh: 4%; L3MBTL1 block: 0%; Tau FP inhib: 9%; KDM4E inh: 3%; Tau fibril ThT: -10%; RECQ1 inh: -2%; TR SRC2 fluor cs: -5%; TRb SRC2 PPI: 3%

Results for C=Cn1ccnc1P(=S)(c1ccc(N(C)C)cc1)c1nccn1C=C ?
RGS12 GoLoco inh: 7%; L3MBTL1 block: -1%; Tau FP inhib: 4%; KDM4E inh: 1%; Tau fibril ThT: -4%; RECQ1 inh: -16%; TR SRC2 fluor cs: -5%; TRb SRC2 PPI: 0%

What do the screens show for `c1ccc(C2N3CCCN23)cc1` (configuration not stated)?
RGS12 GoLoco inh: -4%; L3MBTL1 block: 0%; Tau FP inhib: -5%; KDM4E inh: 5%; Tau fibril ThT: -7%; RECQ1 inh: 7.9µM*; TR SRC2 fluor cs: 1%; TRb SRC2 PPI: -5%

Results for O=Cc1cn(Cc2c(F)cccc2Cl)c2ccccc12 ?
RGS12 GoLoco inh: 11%; Tau FP inhib: -9%; KDM4E inh: 1%; Tau fibril ThT: -15%; RECQ1 inh: -19%; TR SRC2 fluor cs: -2%; TRb SRC2 PPI: -17%

Results for COc1ccc(/C=C2/C(=O)N(Cc3ccco3)C(=O)N(C(C)C)C2=O)cc1 ?
RGS12 GoLoco inh: 217%[activator]; L3MBTL1 block: inconclusive; Tau FP inhib: inconclusive; KDM4E inh: inconclusive; Tau fibril ThT: 18µM*; RECQ1 inh: 25µM*; TR SRC2 fluor cs: -30%

How did C[C@@H]1CC[C@H]2[C@@H](C)C(=O)O[C@@H]3OC4(C)CC[C@@H]1C32OO4 (some centres not stated) do in these assays?
RGS12 GoLoco inh: 2%; Tau FP inhib: 5%; KDM4E inh: 16%; Tau fibril ThT: -9%; RECQ1 inh: -16%; TR SRC2 fluor cs: -1%; TRb SRC2 PPI: 6%

How did COc1cccc(C(=O)C2CCCN(Cc3ccccn3)C2)c1 (configuration not stated) do in these assays?
RGS12 GoLoco inh: -9%; L3MBTL1 block: -11%; Tau FP inhib: -7%; KDM4E inh: -17%; Tau fibril ThT: -8%; RECQ1 inh: inactive; TR SRC2 fluor cs: 2%; TRb SRC2 PPI: -7%

What do the screens show for `COc1ccc(NC(=O)CN2CC=C(c3ccccc3)CC2)cc1S(=O)(=O)N1CCOCC1`?
RGS12 GoLoco inh: 9%; L3MBTL1 block: -5%; Tau FP inhib: -4%; KDM4E inh: inconclusive; Tau fibril ThT: -7%; RECQ1 inh: 8%; TR SRC2 fluor cs: -1%; TRb SRC2 PPI: -1%

What do the screens show for `C=C[C@H]1CN2CC[C@@H]1C[C@H]2[C@@H](O)c1ccnc2ccccc12`?
RGS12 GoLoco inh: -2%&-5%[21.6 µM]; KDM4E inh: 7%&1%[25.5 µM]; RECQ1 inh: inactive; TR SRC2 fluor cs: 2%&-1%[53 µM]; TRb SRC2 PPI: -5%&-3%[53 µM]

Results for COc1ccc(OC)c(NC(=O)Cn2cc(C(=O)c3ccccc3F)c3ccccc32)c1 ?
Tau FP inhib: inconclusive; Tau fibril ThT: -11%; TR SRC2 fluor cs: 4%; TRb SRC2 PPI: 6%

What do the screens show for `CC(C)=CCCC(C)C1CC[C@@]2(C)C3=C(CC[C@@]12C)C1(C)CCC(O)C(C)(C)C1CC3` (some centres not stated)?
RGS12 GoLoco inh: -1%; Tau FP inhib: -7%; KDM4E inh: -9%; Tau fibril ThT: inconclusive; RECQ1 inh: -1%; TR SRC2 fluor cs: -4%; TRb SRC2 PPI: -1%

How did CCCCn1c(O)c(C(C)=NCc2cccnc2)c(=O)[nH]c1=O do in these assays?
RGS12 GoLoco inh: 0%; L3MBTL1 block: 12%; Tau FP inhib: -5%; KDM4E inh: 10%; Tau fibril ThT: -4%; RECQ1 inh: 24%; TR SRC2 fluor cs: 6%; TRb SRC2 PPI: 1%

How did CCOP(=O)(OCC)c1cccc(OP(=O)(c2cccc([N+](=O)[O-])c2)c2cccc([N+](=O)[O-])c2)c1 do in these assays?
RGS12 GoLoco inh: 0%; L3MBTL1 block: 17%; Tau FP inhib: -4%; KDM4E inh: -3%; Tau fibril ThT: 2%; RECQ1 inh: 0%; TR SRC2 fluor cs: -2%; TRb SRC2 PPI: -5%

What do the screens show for `Cn1c(O)c(C=NCCCN2CCCC2=O)c(=O)n(C)c1=O`?
RGS12 GoLoco inh: 4%; L3MBTL1 block: 2%; Tau FP inhib: 4%; KDM4E inh: -2%; Tau fibril ThT: 3%; RECQ1 inh: -3%; TR SRC2 fluor cs: 1%; TRb SRC2 PPI: 0%

Results for CC1(C)CC(=O)C=C(NCCN2CCN(C(=O)Cc3ccc(Cl)cc3)CC2)C1 ?
RGS12 GoLoco inh: 3%; L3MBTL1 block: -14%; Tau FP inhib: -6%; KDM4E inh: -6%; Tau fibril ThT: -3%; RECQ1 inh: inactive; TR SRC2 fluor cs: -2%; TRb SRC2 PPI: -3%

How did CCN(CC)c1ccc(/C=C2/C(=O)NC(=O)N(CC3CCCO3)C2=O)cc1 (configuration not stated) do in these assays?
RGS12 GoLoco inh: 210%[activator]; L3MBTL1 block: inconclusive; Tau FP inhib: -6%; KDM4E inh: -7%; Tau fibril ThT: inconclusive; RECQ1 inh: 5%; TR SRC2 fluor cs: 27%; TRb SRC2 PPI: 22%

What do the screens show for `CCCCn1c(=O)c(C=Nc2cc([N+](=O)[O-])ccc2OC)c(O)n(CCCCl)c1=O`?
RGS12 GoLoco inh: 21%; L3MBTL1 block: 0%; Tau FP inhib: inconclusive; KDM4E inh: inconclusive; Tau fibril ThT: inconclusive; RECQ1 inh: -11%; TR SRC2 fluor cs: -5%; TRb SRC2 PPI: 5%

Results for NC(=S)Nc1ccccc1 ?
RGS12 GoLoco inh: 3%&6%; RECQ1 inh: 11%&-4%; TR SRC2 fluor cs: -3%[201 µM]; TRb SRC2 PPI: -2%[201 µM]

What do the screens show for `CN1CCN(c2ccc(C(F)(F)F)cc2N)CC1`?
RGS12 GoLoco inh: 4%; Tau FP inhib: 6%; KDM4E inh: -11%; Tau fibril ThT: -4%; RECQ1 inh: -3%; TR SRC2 fluor cs: 0%; TRb SRC2 PPI: 8%

What do the screens show for `O=C(N=Nc1c(O)[nH]c(=O)[nH]c1=O)C1COc2ccccc2O1` (configuration not stated)?
RGS12 GoLoco inh: 1%; L3MBTL1 block: 7%; Tau FP inhib: inconclusive; KDM4E inh: -27%; Tau fibril ThT: 28µM*; RECQ1 inh: 4%; TR SRC2 fluor cs: 0%; TRb SRC2 PPI: 5%

What do the screens show for `COC(=O)c1c(C)n(Cc2ccccc2)c2ccc(O)cc12`?
RGS12 GoLoco inh: -13%; L3MBTL1 block: -17%; Tau FP inhib: 0%; KDM4E inh: -28%; Tau fibril ThT: inconclusive; RECQ1 inh: -11%; TR SRC2 fluor cs: -1%; TRb SRC2 PPI: 3%

What do the screens show for `CC1=CC2/C=C(\C)CCC(O)C(O)/C=C/C(=O)C23C(=O)NC(CC(C)C)C3C1C` (configuration not stated)?
RGS12 GoLoco inh: -9%; L3MBTL1 block: 3%; Tau FP inhib: -9%; KDM4E inh: 1%; Tau fibril ThT: inconclusive; RECQ1 inh: -20%; TR SRC2 fluor cs: 1%; TRb SRC2 PPI: -5%

Results for O=C(O)c1nn(Cc2ccc(Cl)cc2Cl)c2ccccc12 ?
RGS12 GoLoco inh: 12%&4%&7%; L3MBTL1 block: 2%; Tau FP inhib: 1%&0%&-3%; KDM4E inh: -10%&-7%&2%; Tau fibril ThT: -6%&-5%&-15%; RECQ1 inh: -2%&-4%; TR SRC2 fluor cs: -4%&-1%&-1%; TRb SRC2 PPI: 6%&0%&-12%

Results for CCN(CC)CCCN=Cc1c(O)n(-c2cccc(C)c2C)c(=O)[nH]c1=O ?
RGS12 GoLoco inh: 5%; L3MBTL1 block: -4%; Tau FP inhib: -2%; KDM4E inh: 3%; Tau fibril ThT: 3%; RECQ1 inh: -2%; TR SRC2 fluor cs: 1%; TRb SRC2 PPI: 7%

Results for COc1ccc(N)cc1 ?
RGS12 GoLoco inh: 3%&-2%; RECQ1 inh: 0%&-1%; TR SRC2 fluor cs: 1%&-1%; TRb SRC2 PPI: 2%&-4%

Compound activity from PubChem.
